# Screening data deposited in PubChem by several laboratories.
# Dynein cargo inh – blocks dynein driven cargo transport along microtubules; 3617.4 mouse cells, GR-EGFP nuclear translocation imaging; test concentration mostly 20 µM; stimulated with dexamethasone, 1 µM; stronger effect = lower value; z-score, hits read low; 0.47% of 220,000 active;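 active = plate z-score of nuclear minus cytoplasmic receptor signal below a set negative limit, without overly bright fluorescence or cell loss, cut at about -3.5 in these data, passing the limit was not always enough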;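 also: z-score of nuclear minus cytoplasmic ring GR-EGFP intensity difference per well; some compounds called inactive have numbers as strong as hits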
#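 medium = tetracycline-free induction medium containing charcoal-stripped FBS | probe or stimulus = dexamethasone, 1.0 µM final | timing = 48 h induction, then 1 h compound, then 30 min agonist, 37 °C | detection = automated 10x imaging of fixed Hoechst-stained cells | read-out basis = nuclear versus cytoplasmic GR-EGFP signal, averaged per well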
# T cell modulator – T cell immune modulators affecting CD8 T cell-vesicle binding | 0.068% of 330,000 active | calls only at 7 µM | AID 2052 | 2C CD8+ T cell-vesicle binding, flow cytometry; stronger effect = lower value;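 active = response, share of CD8 T cells binding vesicles, and their 90th percentile fluorescence all below set limits, cut at about 80% in these data, passing the limit was not always enough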
#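 System: murine 2C transgenic CD8+ T lymphocytes; also added: QL9-loaded Drosophila micro-vesicles; times: binding 1.5 h at 37 °C; measured by: flow cytometry, PE anti-B7-1 (FL2) versus Alexa647 anti-CD8 (FL8), PFA-fixed; control set: Peptide-free naked vesicles (low) and QL9 vesicles with 0.7% DMSO vehicle (high)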
# bCat nuc transl – modulators of beta-catenin nuclear translocation | HeLa beta-catenin nuclear translocation, immunofluorescence imaging | 0.3% of 190,000 active | AID 1665 | nuclear translocation activity, % at 5 µM;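 active = nuclear translocation activity above 50% at 5 µM, with a well cell count of 50 or more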;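 also: per-cell ratio of nuclear to cytoplasmic median beta-catenin stain intensity; plate controls were DMSO negative control for no effect and GSK-3 inhibitor IX positive control for full effect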
#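 test system = HeLa cells, endogenous beta-catenin | dosing = single 5 µM dose plus 0.02–20 µM confirmation series | times = compound treatment 24 h, 37°C, 5% CO2 | technique = beta-catenin immunofluorescence imaging with DAPI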
# WT yeast gro inh – growth inhibition of WT yeast, mitochondrial fusion screen | 2.1% of 190,000 active | mitochondrial fusion phenotypic screen, WT strain | inhibition, % at 10 µM | AID 1362; in the data active = inhibition above about 58%; tested in S. cerevisiae
# Autophagy mod – modulators of autophagy; MEF GFP-LC3 puncta imaging; test concentration mostly 10 µM; calls only at 10 µM (by protocol); 0.98% of 190,000 active; AID 463193;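 active = percentage of spot-positive cells more than 3 SD above its plate mean, without a fluorescence outlier flag or 80% toxicity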;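 also: spot-positive cell cutoff set from DMSO-treated cells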
# Yfh1-off respiration – enhancers of respiration in Yfh1-depleted yeast, dose response, Friedreich's ataxia, plus single-dose screen (AID 1465); S. cerevisiae Yfh1-off respiration, WST-1 reduction, 72 h; higher fold induction means a stronger effect; 0.074% of 220,000 active; one-dose fold induction at 50 µM; EC50 in µM for titrated hits;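 active = fold induction of absorbance versus untreated yeast above a set limit, then at least 30% activation at any dose in follow-up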;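 also: activators that raise dye reduction in frataxin-depleted yeast; strong numbers were not always called active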
# P. falciparum M1AAP – P. falciparum M1AAP inhibitors, biochemical, fluorogenic H-Leu-NHMec substrate, 1536-well (AID 1445) | recombinant M1AAP, H-Leu-NHMec fluorogenic kinetic assay; higher % means a stronger effect | inhibition, % at 30 µM; hits with a dose series show IC50 in µM | 0.42% of 220,000 active;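 active = primary inhibition above the hit cutoff, then over 50% inhibition at one or more dose response concentrations, cut at about 23% in these data, passing the limit was not always enough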;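 also: plate controls were DMSO full reaction for no effect and no enzyme background for full effect; strong numbers were not always called active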
# MT stabilizer – stabilizes microtubules in HeLa cells | HeLa tubulin immunostaining HCS, 24 h; share of cells brighter than vehicle mean+2SD | % tubulin-high responders, % at 10 µM | 0.83% of 200,000 active | AID 2205;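 active = plate Z-score above 3 for both tubulin-high and condensed-nucleus cell shares, with cell loss under 80%, at 10 µM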;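 also: anti alpha tubulin signal scored within the nucleus-defined area of each cell; some results filed as inactive read as strong as hits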
# M17LAP inhibition – P. falciparum M17LAP inhibitors, primary screen, biochemical, fluorogenic H-Leu-NHMec substrate, 1536-well (AID 1619) | inhibition, % at 30 µM, or IC50 in µM where a hit was titrated | 0.38% of 220,000 active | recombinant M17LAP, H-Leu-NHMec fluorogenic kinetic assay; higher % means a stronger effect;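 active = compound inhibiting the enzyme by more than half at any dose during confirmatory dose-response retesting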;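 also: plate controls were full reaction with DMSO carrier for no effect and no enzyme background for full effect; strong numbers were not always called active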
# WT yeast gro inh mutant strain – recorded beside WT yeast gro inh, whose call it bears; inhibition, %; mitochondrial fusion phenotypic screen, mutant strain inhibition
# Dynein cargo inh cytoplasmic EGFP – recorded beside Dynein cargo inh, whose call it bears; z-score; measured here: cytoplasmic GR-EGFP intensity; stronger effect = higher value
# Dynein cargo inh nuclear GR-EGFP – recorded beside Dynein cargo inh, whose call it bears; z-score; measured here: nuclear GR-EGFP intensity;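 lower value marks the stronger effect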
# Dynein cargo inh cell count – recorded beside Dynein cargo inh, whose call it bears; z-score; measured here: cell count per field
# bCat nuc transl cell count 5 µM – second read-out of bCat nuc transl, no call of its own (marks repeat the call); cell count; measured here: cell count, cytotoxicity flag
# T cell modulator vesicle-bound % – also measured in T cell modulator; calls as there; double positive events, %; measured here: CD8+ vesicle-bound cell fraction;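 binding gate set so that unloaded-vesicle control wells show 10% double positive cells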
# MT stabilizer Hoechst-high % – further read-out of MT stabilizer, marked with its call; % Hoechst-high responders; measured here: nuclear condensation Hoechst responders;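 share of cells brighter than vehicle mean plus two SD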
# MT stabilizer cytotoxicity % – recorded beside MT stabilizer, whose call it bears; toxicity, %; measured here: cytotoxicity by cell density;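 0% = mean cell density of plate MIN control wells and 100% = no cells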
# Autophagy mod cell loss 18 h – also measured in Autophagy mod; calls as there; toxicity, %; measured here: cell loss, nuclei count;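 cell loss after 18 h compound exposure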
# Numbers without * were called inactive; i = inactive; · = not tested or not shown.
SMILES	Dynein cargo inh	Dynein cargo inh cytoplasmic EGFP	Dynein cargo inh nuclear GR-EGFP	Dynein cargo inh cell count	T cell modulator	T cell modulator vesicle-bound %	bCat nuc transl	bCat nuc transl cell count 5 µM	WT yeast gro inh	WT yeast gro inh mutant strain	Autophagy mod	Autophagy mod cell loss 18 h	Yfh1-off respiration	P. falciparum M1AAP	MT stabilizer	MT stabilizer Hoechst-high %	MT stabilizer cytotoxicity %	M17LAP inhibition
CCS(=O)(=O)Nc1cccc(-c2cc(-c3ccccc3)c3cc(C)ccc3n2)c1	-0.74	-0.27	-0.54	0.4	i	53	0.1	1021	69*	-18*	i	4	i	3%	5.8	4.1	9.2	-2%
Cc1ccc(CC(CC(=O)O)C(=O)NCc2ccccc2)cc1 (stereo unspecified)	-0.34	-0.22	-0.25	1.3	i	40	·	·	-21	7	i	1	i	-1%	2.3	1.7	1.1	23%
CCCc1nnc(SCc2ccc(C(=O)OC)o2)n1N	1.5	-0.23	0.52	-0.8	i	48	·	·	16	7	i	8	i	-3%	3.5	2.1	1.1	3%
Cc1cc(C(=O)N/N=C/c2cc(Br)cc([N+](=O)[O-])c2O)c2ccccc2n1	0.5	-0.0015	0.18	-0.57	i	45	-1.7	976	3	16	i	-1	i	34%	2.5	1.6	0.7	30%
CCOC(=O)c1ccc(-n2c(CC)nc3ccccc3c2=O)cc1	1.5	-0.21	0.34	0.022	i	30	-1.8	1076	-3	-9	i	-7	i	11%	3.5	1.9	3.2	-2%
COC(=O)c1cnn(-c2ccccc2)c1/C=N/NC(=S)Nc1ccccc1	0.3	-0.26	0.097	0.066	i	15	-0.8	1247	·	·	·	·	i	4%	·	·	·	3%
CCOC(=O)Cn1c(=O)oc2cc(S(=O)(=O)Nc3c(C)cc(C)cc3C)ccc21	0.17	0.46	0.26	-1.3	i	41	·	·	5	4	i	8	i	-3%	2.6	3.0	7.1	-12%
Cc1ccc(C(=O)NCC(C)(C)N2CCOCC2)s1	-0.22	-0.23	0.25	1.3	i	45	-1.9	1065	7	-17	i	-5	·	2%	2.1	1.5	7.7	-7%
O=S(=O)(c1ccc(Cl)cc1)N1c2ccccc2Oc2nc3ccccc3nc21	-0.34	-0.19	-0.24	0.84	i	29	5.1	475	-10	-5	i	14	·	-2%	24*	18*	19*	-11%
O=C(Nc1cc(C(F)(F)F)ccc1Cl)C1CCN(c2nnc(-n3cccc3)s2)CC1	-0.51	-0.23	0.47	0.6	·	·	-1.3	1208	-17	-4	i	-6	i	7%	3.5	2.8	7.0	-1%
NC1=NS(=O)(=O)NC1c1ccc(Br)cc1 (stereo unspecified)	-0.34	-0.26	0.14	0.16	i	47	0.4	950	-1	2	i	-6	i	10%	4.7	2.3	5.0	16%
CCOc1ccc(S(=O)(=O)N2CCN(C)CC2)c(C)c1C	-0.45	-0.25	-0.46	-0.3	i	58	-0.6	1081	-1	2	i	-3	i	-4%	4.9	3.3	9.1	-8%
O=C(CS(=O)(=O)c1c[nH]c2ccccc12)N1CCCCC1	-0.19	-0.057	0.047	-0.71	i	49	-0.3	922	11	-36	i	-15	i	3%	3.2	2.3	9.8	5%
CC1=CCC(C(=O)O)(C(=O)N/N=C/c2cccs2)C(c2ccc(Cl)cc2)C1 (stereo unspecified)	-0.17	-0.14	0.05	0.64	i	59	-0.8	1187	55	27	i	2	i	-4%	1.6	2.0	4.9	-5%
CCCCCCc1c(O)c2ccccc2[nH]c1=O	-0.02	0.18	0.34	-1.5	i	36	-3.0	1063	-9	10	i	-12	i	0%	1.1	1.5	9.5	3%
Cc1ccc(C)c(N/C=C(\C#N)c2nc3ccccc3o2)c1	-0.15	-0.22	-0.25	0.99	i	56	·	·	·	·	i	-29	i	·	3.0	1.3	7.3	·
CCOc1cccc(Oc2ccc(C(F)(F)F)cn2)c1	-0.86	-0.29	-0.53	0.64	i	7	0.3	1080	-5	-14	i	1	i	5%	1.6	1.1	5.6	5%
CCn1cnc2sc(C(=O)Nc3ccc4c(c3)OCO4)c(C)c2c1=O	-1.4	-0.27	-0.92	1.2	i	49	-0.5	1124	4	29	i	-3	i	7%	3.2	1.8	1.2	5%
CC(C)Cn1c(CNC(=O)c2ccccc2)nc2ccccc21	-0.46	-0.25	-0.2	-0.44	i	35	-2.6	1040	7	14	i	-3	i	3%	2.0	2.8	15	8%
CC(C)c1nc(Cl)c(C#N)c2c1COC(C)(C)C2	1	-0.32	0.063	0.91	i	28	0.6	1300	·	·	·	·	i	-1%	·	·	·	-3%
Cc1cc(C)cc(NC(=O)CSc2nc(CSc3ccc(Cl)cc3)cc(=O)[nH]2)c1	0.75	-0.23	0.45	-0.58	i	49	0.7	1290	·	·	·	·	i	4%	·	·	·	4%
COc1ccc(CC(=O)NNC(=O)CSc2nnc(Cc3ccc(OC)cc3)n2-c2ccccc2)cc1	-0.18	0.09	0.16	0.21	i	57	-0.6	977	-1	1	i	-1	i	5%	4.6	3.6	5.6	0%
c1ccc(N2CCN(c3nc4ccccc4[nH]3)CC2)nc1	0.16	-0.2	0.12	0.66	i	57	-1.6	1067	-17	-9	i	-6	i	-3%	3.7	2.6	6.2	2%
NS(=O)(=O)c1ccc(-c2ccc(/C=N/NC(=O)c3ccccc3O)o2)cc1	0.71	-0.077	0.8	-0.21	i	40	-0.8	1362	·	·	·	·	i	12%	·	·	·	24%
O=C(C1CCCN1S(=O)(=O)c1cccc2cccnc12)N1CCc2ccccc21 (stereo unspecified)	-0.43	-0.31	-0.14	0.62	i	41	·	·	-5	-4	i	-4	i	5%	1.8	4.2	2.9	7%
COc1ccc(-c2noc(CN3CCC(Cc4ccccc4)CC3)n2)cc1	-0.71	0.23	-0.026	0.35	i	41	-13	998	42	-5	i	-1	i	9%	3.4	3.3	6.9	-2%
O=S(=O)(NCCSc1ccccc1)c1ccc2c(c1)OCCO2	0.63	-0.2	0.24	-0.26	i	13	-0.5	1119	-15	19	i	-13	i	6%	0.4	1.5	7.6	-3%
O=C(Oc1ccc(/C=N/NC(=O)c2ccccc2O)cc1)c1ccccc1	-0.34	0.081	0.062	0.89	i	12	-2.9	1033	2	9	i	-16	i	11%	0.7	1.1	8.5	3%
COc1ccccc1C(=O)C(O)c1ccccc1OC (stereo unspecified)	-0.19	-0.28	-0.11	0.85	i	27	·	·	3	1	i	9	i	-7%	2.4	0.4	30	-1%
Cc1ccc(S(=O)(=O)NNC(=O)c2cccc(O)c2)cc1	1.1	2.2	0.8	-1.9	i	51	-0.9	1043	-4	-7	i	-5	i	0%	1.8	1.9	9.0	-1%
C/C(=C\C(=O)c1ccc(Cl)cc1Cl)N(C)C	-0.89	-0.37	-0.56	1.3	i	35	-2.6	1092	-17	-10	i	-5	i	0%	2.4	2.0	0.3	9%
O=C(O)CCc1ccc(-c2cccs2)n1NC(=O)c1ccco1	2.1	-0.16	1.2	-1.6	i	18	0.0	1060	-2	1	i	-6	i	18%	5.2	2.4	2.9	13%
Cc1[nH]c2c(Br)cccc2c1[C@H]1[C@@H](CC#N)C1(C)C	0.16	-0.028	0.37	-0.028	i	56	5.3	1039	23	4	i	-8	i	2%	4.9	1.5	2.0	-2%
CCOc1ccc(/C=C(/NC(=O)c2ccc(Cl)cc2)C(=O)O)cc1OCC	2.8	-0.21	2.2	-2.4	i	20	0.9	1338	·	·	·	·	i	0%	·	·	·	4%
c1ccc(-c2csc3ncnc(-n4cnc5ccccc54)c23)cc1	-0.81	-0.22	0.062	0.1	i	32	0.1	1365	11	3	i	-10	i	-1%	2.0	1.4	9.8	-1%
NC(=O)Nc1ccc(Cl)cc1	-0.4	-0.26	0.25	0.76	i	14	0.5	1262	·	·	·	·	i	2%	·	·	·	-3%
CC1CCCC(NC(=O)CCCn2c(=O)[nH]c3cc(Cl)ccc3c2=O)C1C (stereo unspecified)	-0.0016	-0.098	-0.15	0.42	i	21	·	·	17	22	i	-6	i	1%	2.0	1.2	20	9%
CCOC(=O)N1CCN(C(=O)c2ccc(N3CCCC3=O)cc2)CC1	1.4	-0.29	0.44	0.076	i	28	-0.9	916	3	-16	i	6	i	-1%	2.4	1.8	8.4	-16%
COc1ccccc1OCC(=O)Nc1ccccc1C(=O)NCc1ccco1	-0.054	-0.13	-0.4	-0.43	i	46	-2.5	563	-1	-12	i	-6	i	1%	3.0	1.2	3.7	17%
